High-throughput results as filed in PubChem BioAssay.
MITF primary = human MITF inhibition, primary screen. inhibition, % at 2.6 µM. AID 1259374. O75030. 650,000 tested, 0.91% active. AlphaScreen MITF homodimerization, bead proximity signal; in the data active means inhibition above about 50%;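 further: 0% = vehicle wells with protein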
TEAD-YAP inh = TEAD-YAP interaction inhibition; 640,000 tested, 1.4% active; HEK-TIYL cells, TEAD-Gal4/YAP UAS-luciferase luminescence; inhibition, % at 9.12 µM; in the data active means inhibition above about 32%;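 further: 0% = median of test compound wells and 100% = reference inhibitor wells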
GPR151 activ = activators of human GPR151; PathHunter beta-arrestin GPR151 cells, luminescence; 650,000 tested, 1% active; Q8TDV0; activation, % at 11.2 µM; AID 1508602; in the data active means activation above about 4.9%;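 further: 0% = median of compound wells and 100% = cells with positive control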
FBW7 activator = activators of human E3 ligase FBW7. AlphaScreen FBW7–phospho-cyclin E peptide binding, activator screen. AID 1259310. 650,000 tested, 0.13% active. Q969H0. normalized activity (activation), % at 26.1 µM; in the data active means normalized activity above about 1.9%;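 further: purified mutant Fbw7 with reduced substrate affinity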
Target sequence (Q969H0 whole entry, looked up): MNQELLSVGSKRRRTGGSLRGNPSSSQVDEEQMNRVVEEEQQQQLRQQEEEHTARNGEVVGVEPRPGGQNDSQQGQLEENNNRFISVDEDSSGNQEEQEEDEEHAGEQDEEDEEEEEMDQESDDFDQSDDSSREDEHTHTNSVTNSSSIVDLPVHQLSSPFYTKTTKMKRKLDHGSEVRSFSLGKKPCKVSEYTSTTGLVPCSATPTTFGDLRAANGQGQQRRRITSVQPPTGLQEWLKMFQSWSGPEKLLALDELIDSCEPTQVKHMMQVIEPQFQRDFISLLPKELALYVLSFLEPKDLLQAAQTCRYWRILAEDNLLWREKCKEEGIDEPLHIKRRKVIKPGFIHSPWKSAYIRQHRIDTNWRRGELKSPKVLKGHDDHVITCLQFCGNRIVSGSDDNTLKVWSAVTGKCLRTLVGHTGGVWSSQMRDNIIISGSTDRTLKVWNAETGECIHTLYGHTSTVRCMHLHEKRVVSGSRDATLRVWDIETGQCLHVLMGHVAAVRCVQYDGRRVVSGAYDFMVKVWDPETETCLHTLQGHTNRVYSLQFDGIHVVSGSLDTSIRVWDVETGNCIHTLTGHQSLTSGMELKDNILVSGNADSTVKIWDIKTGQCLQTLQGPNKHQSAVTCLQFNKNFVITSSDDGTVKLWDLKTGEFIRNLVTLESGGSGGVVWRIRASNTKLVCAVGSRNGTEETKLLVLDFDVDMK
The depositor's hits bear a star.

SMILES	MITF primary	TEAD-YAP inh	GPR151 activ	FBW7 activator
COc1ccc(N2CCN(C(=O)CN3c4cccc5cccc(c45)S3(=O)=O)CC2)cc1	-6	6	2.4	0.3
CN1CCc2c(sc3c2C(=O)NC(/C=C\c2ccccc2)N3)C1 (stereo unspecified)	-1	-8	-0.6	0.0
CCOC(=O)CC(NC(=O)c1cccc(C)c1)c1cccc([N+](=O)[O-])c1 (stereo unspecified)	-2	-1	0.0	-0.1
CCOc1ccc(C(=O)Nc2ccccc2OCC)cc1Cl	13	-1	0.0	0.4
Cc1cc(N2CCOCC2)nc(N2CCN(S(=O)(=O)c3ccccc3Cl)CC2)n1	5	12	0.1	-0.1
COc1cc(NC(=O)c2cncc(-n3cc(NC(=O)Cc4ccccc4)cn3)c2)ccc1N1CCOCC1	-6	5	1.8	0.2
COC(=O)Cn1cc(/C=C2/C(=O)NC(=O)N(c3cccc(C)c3C)C2=O)c2ccccc21	23	-15	0.8	0.1
COc1nc(N2CCC(C)CC2)nc(N)c1[N+](=O)[O-]	-1	-8	-2.4	0.1
Cc1cccc(NC(=O)c2cc3c(=O)oc4ccccc4c3s2)n1	-8	2	-0.2	0.0
CC(=O)Oc1ccc(C(=O)Nc2cc(Cl)ccc2OC(C)=O)cc1	10	-17	-4.0	0.4
CN1CC(=O)N2CCN(Cc3cnn(-c4ccccc4F)c3)C[C@@H]2C1=O	0	2	4.3	0.1
COCCNC(=O)NC1(C(F)(F)F)Oc2cc(Cl)c(Cl)cc2O1	16	-8	-1.3	0.1
CN(CCC#N)CC(=O)Nc1ccc(S(N)(=O)=O)cc1	6	-4	0.4	-0.1
CCC(C(=O)O)N1C(=O)/C(=C\c2ccco2)SC1=S (stereo unspecified)	59*	-6	0.9	-0.1
CC1Oc2ccccc2N(CC(=O)N(Cc2ccccc2)Cc2ccccn2)C1=O (stereo unspecified)	9	3	0.0	-0.1
COc1ccc2c(c1)c(=O)oc1c(C)c(OCC(=O)OC(C)C)ccc12	3	-3	-0.3	0.1
CCC(=O)Nc1nc(C)c(-c2csc(Nc3ccc(N(CC)CC)cc3)n2)s1	7	4	-0.3	-0.4
N#C/C(=C(/O)COC(=O)c1cccc(Br)c1)c1nc2ccccc2[nH]1	-12	5	1.2	0.0
O=C(OCC(=O)N1CCOCC1)c1cccc([N+](=O)[O-])c1	6	-5	0.0	0.0
CC1=C(C(=O)OC2CCCCCCC2)C(c2ccccc2OCc2ccccc2)NC(=O)N1 (stereo unspecified)	10	-7	0.1	0.1
CCC(C(=O)Nc1nnc(-c2ccncc2)s1)c1ccccc1 (stereo unspecified)	9	6	0.4	-0.6
Cc1ccccc1N1C(N)=C(C#N)C(c2ccc([N+](=O)[O-])cc2)C2=C1CC(C)(C)CC2=O (stereo unspecified)	-2	-7	-0.7	0.1
Cc1cc(C)c(S(=O)(=O)Nc2cccc(C(=O)O)c2)cc1S(=O)(=O)Nc1cccc(C(=O)O)c1	14	-8	0.6	0.2
O=C(Nc1ccc(Br)cc1)C1(S(=O)(=O)c2ccc(Cl)cc2)CC1	-15	-15	-1.4	0.1
CCOc1cc(/C=C2\N=C(c3ccc(C)cc3)OC2=O)ccc1OCc1ccccc1	8	12	0.4	0.0
CC[C@H](C)[C@@H]1NC(=O)[C@@H]2C[C@H](NCc3ccc4ncccc4c3)CN2C1=O	17	11	1.0	1.1
O=C(Nc1ccccc1)c1csc(N2CCN(Cc3ccc4c(c3)OCO4)CC2)n1	5	-9	-1.0	0.0
COc1ccccc1-c1nc(COC(=O)c2nnn(-c3ccc(F)cc3)c2C)c(C)o1	-12	-12	1.1	-0.2
c1ccc2c(c1)OCC(c1nnc3sc(-c4cnccn4)nn13)O2 (stereo unspecified)	3	-7	-1.5	-0.2
COc1cc(C(=O)Oc2ccccc2C)cc(OC)c1OC	10	9	1.2	0.4
Oc1ccc(CN2CCOCC2)c2cccnc12	91*	67*	-0.4	-0.4
Cc1ccc(S(=O)(=O)N(CC(=O)NC2CC2)c2ccc(C)cc2C)cc1	2	0	-0.7	0.1

Next section (6 carried over from the part before).
SMILES	MITF primary	TEAD-YAP inh	GPR151 activ	FBW7 activator
O=C(Nc1ccccc1)c1csc(N2CCN(Cc3ccc4c(c3)OCO4)CC2)n1	5	-9	-1.0	0.0
COc1ccccc1-c1nc(COC(=O)c2nnn(-c3ccc(F)cc3)c2C)c(C)o1	-12	-12	1.1	-0.2
c1ccc2c(c1)OCC(c1nnc3sc(-c4cnccn4)nn13)O2 (stereo unspecified)	3	-7	-1.5	-0.2
COc1cc(C(=O)Oc2ccccc2C)cc(OC)c1OC	10	9	1.2	0.4
Oc1ccc(CN2CCOCC2)c2cccnc12	91*	67*	-0.4	-0.4
Cc1ccc(S(=O)(=O)N(CC(=O)NC2CC2)c2ccc(C)cc2C)cc1	2	0	-0.7	0.1
Cc1cc(C)c(NC(=O)CSC2=C(C#N)C(c3cccs3)C3=C(CCCC3=O)N2)c(C)c1 (stereo unspecified)	2	7	0.0	0.1
CCOc1ccccc1N1CC(C(=O)NNC(=O)C2COc3ccccc3O2)CC1=O (stereo unspecified)	10	6	-0.4	-0.2
OCc1nc2ccc(Cc3ccc4nc(CO)[nH]c4c3)cc2[nH]1	3	14	4.3	0.0
COc1ccc(NC(=O)c2ccccc2NS(=O)(=O)c2ccc(F)cc2)cc1OC	20	-1	-0.6	0.2
CCOc1cc(C(=O)NN2CCOCC2)cc(OCC)c1OCC	-14	-2	2.6	0.0
Cc1c[nH]c(=O)c2cccc(S(=O)(=O)N3CCCNC[C@@H]3C)c12	-10	14	-1.4	0.0
COc1ccc(C(=O)c2oc3ccccc3c2NC(=O)c2ccco2)cc1OC	3	-8	-0.2	0.6
COCCCN1C(=O)CC(CC(=O)NCc2ccccc2F)(c2ccccc2)C1=O (stereo unspecified)	-14	-25	-1.1	0.0
CCOc1cccc2c1OC1(C)NC(=S)NC2C1C(=O)Nc1ccc(C)cc1C (stereo unspecified)	-3	4	-1.3	0.0
COC(=O)c1ccc(/C=N/NC(=O)c2cc(-c3ccc(Br)cc3)n[nH]2)cc1	7	4	0.9	0.1
COC(=O)c1c(N2C(N)=C(C#N)C(c3ccsc3)C3=C2CC(C)(C)CC3=O)sc2c1CCCCC2 (stereo unspecified)	11	8	1.1	-0.1
COc1cccc2c1OC1(C)C(C(=O)N(C)C)C2NC(=S)N1c1ccc(C)cc1 (stereo unspecified)	-2	-14	-0.9	-0.1
OC(Cc1ccccc1)C1CCN(c2nncc(-c3ccccc3)n2)CC1 (stereo unspecified)	0	4	-1.4	0.3
CCOc1ccc(CC(=O)Nc2nnc(C3CCCCC3)o2)cc1	-14	-2	-0.1	-0.2
O=C(O)CC(NC(=O)C12CC3CC(CC(C3)C1)C2)c1ccc(Cl)cc1 (stereo unspecified)	1	12	1.8	0.0
N#CC1=C(N)N(c2ncn[nH]2)C2=C(C(=O)CCC2)C1c1ccc(Cl)cc1 (stereo unspecified)	19	9	-0.1	0.2
CC(C)(C)NC(=O)C(=O)NCc1ccc(Cl)cc1Cl	9	-3	-0.4	0.0
COC(=O)c1c(NC(=O)COc2ccccc2C)sc2c1CCC2	4	1	-0.9	0.6
COc1ccc(Cc2nc(-c3ccncc3)no2)cc1	-4	-2	-0.2	-0.1
COc1ccc2cc(Br)ccc2c1CC(=O)O	18	1	-0.3	0.3
O=C(c1ccc(Cl)cc1)N1CCc2c([nH]c3ccccc23)C1c1ccc2c(c1)OCO2 (stereo unspecified)	0	7	0.2	-0.3
Cc1cccc(N2C(=O)CC(N3CCN(C)CC3)C2=O)c1 (stereo unspecified)	11	4	-1.5	0.0
Cc1cc(=O)oc2c1c(C(F)(F)F)nn2-c1ccc(Cl)cc1	-10	1	-1.5	-0.1
Cc1ccc(CNC(=O)CSc2nc3n[nH]c(C)c3c(=N)n2-c2ccccc2Cl)cc1	7	5	-0.1	0.0

The final 2 records of the section before open the next one.
SMILES	MITF primary	TEAD-YAP inh	GPR151 activ	FBW7 activator
Cc1cc(=O)oc2c1c(C(F)(F)F)nn2-c1ccc(Cl)cc1	-10	1	-1.5	-0.1
Cc1ccc(CNC(=O)CSc2nc3n[nH]c(C)c3c(=N)n2-c2ccccc2Cl)cc1	7	5	-0.1	0.0
COc1ccc2c(c1)OC(C)CN(C(=O)c1ccc(N3CCCC3)cc1)C2 (stereo unspecified)	12	22	1.9	0.1
O=C(NCC1CCCO1)NC1(C(F)(F)F)Oc2ccc(Cl)cc2O1 (stereo unspecified)	9	-19	-0.5	-0.1
CCOc1ccc(NC(=O)CN2CCC(n3nnc4cc(C)ccc43)CC2)cc1	5	-10	0.4	0.1
Cc1cccc(NC(=O)N2CCCC(CN3CCc4ccccc4C3)C2)c1 (stereo unspecified)	-5	-7	-3.3	0.6
CC1S/C(=N\N=C2CCC(C(C)(C)C)CC2)NC1=O (stereo unspecified)	-1	-43	-0.6	0.5
CCOC(=O)N1CCN(C(=O)C2(c3ccc(F)cc3)CC2)CC1	3	-4	-0.8	0.1
Cc1ccc([N+](=O)[O-])cc1S(=O)(=O)Nc1ccccc1	4	0	-0.1	0.1
c1cc(C2CCCN(Cc3ccc4nsnc4c3)C2)[nH]n1 (stereo unspecified)	5	-6	0.0	-0.2
Cc1nc2sccn2c1C(=O)Nc1ccc(OC(F)(F)F)cc1	-3	6	0.2	0.1
CC/C(C)=N\NC(=O)c1cc(C(C)(C)C)[nH]n1	-10	-23	0.8	0.2
CCCn1c(SCC(=O)Nc2ccc3c(c2)CCC3)n[nH]c1=O	7	7	0.6	0.1
COc1cccc(-c2cnnc(NCC[C@@H]3C[C@@H]4C=C[C@H]3C4)n2)c1	0	-6	-1.6	-0.2
Cc1ccccc1CSc1nc2ccsc2c(=O)n1Cc1ccccc1	0	2	-1.4	0.1
COc1cc(C(=O)Nc2cnc(NC(=O)c3ccccc3)cc2C)cc(OC)c1OC	13	-12	-0.9	0.3
Cc1cc(OC(=O)c2ccccc2[N+](=O)[O-])c([N+](=O)[O-])c(=O)[nH]1	5	6	0.0	0.5
COc1ccc(OCC(O)CNC(=O)c2ccc([N+](=O)[O-])cc2)cc1 (stereo unspecified)	3	11	1.2	0.1
CCCCNS(=O)(=O)c1cc(-c2nnc3c4ccccc4c(C)nn23)ccc1C	6	2	-0.6	-0.1
COC(=O)C1=C(C(=O)OC)SC(=C2C(=S)C(C)(C)N(C(=O)Cc3cccc4ccccc34)c3ccccc32)S1	3	-1	-1.1	-0.2
CCOC(=O)N1CCN(C(=O)C(C)n2nc(C)n3c(cc4sccc43)c2=O)CC1 (stereo unspecified)	0	5	0.1	-0.1
O=C(/C=C/c1c(F)cccc1Cl)N1CCCCCC1	3	-56	-0.3	-0.1
O=C(c1ccc(F)c(F)c1)N1CCN(c2nccn2-c2cccc(Cl)c2)CC1	21	-13	1.4	-0.2
COc1cccc(CN2CCc3nnc(C(NS(C)(=O)=O)C(C)C)n3CC2)c1OC (stereo unspecified)	-2	-1	0.5	0.2
O=C(CCCN1C(=O)c2ccccc2C1=O)OCC(=O)c1ccc(Cl)cc1	2	0	-0.6	-0.1
CC(=O)N1C(=O)C2(C(C#N)=C(N)Oc3n[nH]c(-c4cccs4)c32)c2ccccc21 (stereo unspecified)	3	-1	-1.7	0.0
CCOc1cc(C(=O)NCCOC)ccc1OC	1	11	2.5	-0.2
CCn1cc(C(=O)Nc2nc3ccc(S(N)(=O)=O)cc3s2)c(=O)c2ccc(C)nc21	2	6	1.1	0.3
CCc1nn(-c2ccccc2)c2nc(-c3ccc(C)cc3)c3cc(OC)c(OC)cc3c12	-7	-8	0.4	-0.2
CCOC(=O)COc1nc(C)cc(COC)c1C#N	-5	8	0.3	-0.1
O=C1C2ON(c3ccccc3)C(c3ccccc3O)C2C(=O)N1c1ccccc1 (stereo unspecified)	17	4	-1.5	0.7
O=C(NC(=S)Nc1ccc(-c2nc3ccccc3o2)cc1)c1ccco1	6	-4	0.0	0.2
CCCNC(=O)Cc1cn(-c2ccc(NCCCN3CCCC3=O)nn2)c2ccccc12	-5	-14	-0.7	-0.1
O=C(O)CC1Oc2ccc(Cl)cc2NC1=O (stereo unspecified)	8	-2	0.2	-0.1
CCOC(=O)CSc1nc2c(sc(=S)n2-c2cccc(OC)c2)c2nc3ccccc3n12	1	-6	-1.1	0.4
Cc1ccc2nc(-c3cccnc3)cc(C(N)=O)c2c1	9	-8	0.4	0.0
O=C(Nc1ccc(-c2cn[nH]c2)cc1)[C@H]1Cc2ccccc2CN1	-5	-2	0.5	0.0
CCOC(=O)c1c(N)n(CCN=Cc2ccc(OC)cc2)c2nc3ccccc3nc12	-2	13	-0.1	-0.1
CN(C)c1ccc(C(CNC(=O)Cc2ccc(F)cc2)N2CCN(c3ccccc3)CC2)cc1 (stereo unspecified)	72*	-1	0.8	-0.1
COc1ccc(N2CCN(C(=O)c3c[nH]c(=O)n(C)c3=O)CC2)cc1	-5	-6	0.3	0.0
COCc1cc(C)n(CC(=O)Nc2ccc(Cl)c(C(=O)OC)c2)c(=O)c1C#N	10	-4	0.0	0.0

No enrichment for hits, and some 3.5% of all compounds hit somewhere here.
